Source: PubChem BioAssay
A3G deaminase = inhibitors of human APOBEC3G DNA deaminase; AID 493012; 330,000 tested, 0.28% active; Q9HC16; recombinant A3G, ssDNA deamination FAM/TAMRA fluorescence; inhibition, % at 20 µM;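 active = inhibition of at least 40% at 20 µM, with no more than 30% in the related APOBEC3A deaminase screen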;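 also: plate controls were DMSO wells with A3G for no effect and wells lacking A3G enzyme for full effect; some compounds called inactive have numbers as strong as hits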
Target sequence (Q9HC16 whole entry, looked up): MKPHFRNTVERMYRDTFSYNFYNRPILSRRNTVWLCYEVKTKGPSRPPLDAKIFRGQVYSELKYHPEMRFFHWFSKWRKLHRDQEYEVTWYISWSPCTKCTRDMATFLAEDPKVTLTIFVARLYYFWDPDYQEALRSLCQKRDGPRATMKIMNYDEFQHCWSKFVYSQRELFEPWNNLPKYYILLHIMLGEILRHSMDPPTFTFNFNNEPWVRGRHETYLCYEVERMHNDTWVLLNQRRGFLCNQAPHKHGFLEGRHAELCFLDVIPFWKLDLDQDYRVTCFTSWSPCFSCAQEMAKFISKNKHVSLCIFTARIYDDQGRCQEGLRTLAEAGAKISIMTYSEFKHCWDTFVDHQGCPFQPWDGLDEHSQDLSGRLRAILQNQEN
beta cell repl = induces beta-cell replication in MIN6 cells | 330,000 tested, 0.29% active | proliferation, % at 10 µM | MIN6 cells proliferation, ATPlite luminescence, 48 h; cells starved in 0.2% serum; 100% = growth in 10% serum | AID 2380;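 active = compounds whose signal lies at least 3.5 SD above the mean of all wells on their plate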;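 also: 0% = DMSO-treated cells in low-serum medium and 100% = 10% serum control; some compounds called inactive have numbers as strong as hits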
hIAP block = blocks human intestinal alkaline phosphatase. P09923. purified IAP, CDP-Star luminescence, 30 min. inhibition, % at 10 µM. 330,000 tested, 0.12% active;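 active = inhibition reaching a set limit with compound at 10 µM in the primary screen, cut at about 35% in these data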;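 also: plate controls were DMSO wells with enzyme for no effect and no-enzyme buffer wells for full effect; values of inactives mirror those of a sister screen read the other way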
mIAP inh = blocks mouse intestinal alkaline phosphatase. inhibition, % at 10 µM. purified mouse IAP, CDP-Star luminescence, 30 min. 330,000 tested, 0.2% active;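 active = inhibition of at least 40% at 10 µM in the primary screen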;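 also: plate controls were DMSO with enzyme for no effect and no enzyme wells for full effect; values of inactives mirror those of a sister screen read the other way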
ATG4B inh = ATG4B (human) cysteine protease inhibition; inhibition, % at 8.33 µM; AID 504462; Q9Y4P1; 340,000 tested, 0.51% active; ATG4B cleavage of LC3-PLA2, NBD-HPC fluorescence, 1 h; in the data active = inhibition above about 40%
Target sequence (Q9Y4P1 whole entry, looked up): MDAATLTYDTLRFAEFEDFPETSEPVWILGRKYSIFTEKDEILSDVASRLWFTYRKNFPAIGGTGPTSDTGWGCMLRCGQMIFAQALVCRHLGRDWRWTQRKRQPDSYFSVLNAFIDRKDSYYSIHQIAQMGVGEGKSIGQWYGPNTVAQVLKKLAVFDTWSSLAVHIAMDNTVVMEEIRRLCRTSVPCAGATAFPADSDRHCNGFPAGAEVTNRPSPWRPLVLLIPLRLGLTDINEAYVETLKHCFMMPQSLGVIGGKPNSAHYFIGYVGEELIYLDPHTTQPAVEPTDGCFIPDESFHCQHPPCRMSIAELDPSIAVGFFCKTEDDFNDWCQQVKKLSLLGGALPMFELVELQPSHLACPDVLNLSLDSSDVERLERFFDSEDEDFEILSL
hIAP activ = human IAP activation | purified human IAP, CDP-Star luminescence, 30 min; stronger effect = higher value; 1 = vehicle-only enzyme, 0 = enzyme-free background | activation factor at 10 µM | 330,000 tested, 0.16% active | AID 2524;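 active = activation factor of the enzyme at least 2-fold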; also: the source names both 10 and 20 µM as test concentration; values of inactives mirror those of a sister screen read the other way
APOBEC3A inh = human APOBEC3A DNA deaminase inhibition | P31941 | recombinant A3A, FAM/TAMRA ssDNA deamination fluorescence | inhibition, % at 20 µM | 330,000 tested, 0.41% active | AID 493011;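 active = at least 40% inhibition at 20 µM here, with at most 30% in a related deaminase screen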;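 also: plate controls were A3A with DMSO for no effect and wells lacking A3A enzyme for full effect; some results filed as inactive read as strong as hits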
Target sequence (P31941 whole entry, looked up): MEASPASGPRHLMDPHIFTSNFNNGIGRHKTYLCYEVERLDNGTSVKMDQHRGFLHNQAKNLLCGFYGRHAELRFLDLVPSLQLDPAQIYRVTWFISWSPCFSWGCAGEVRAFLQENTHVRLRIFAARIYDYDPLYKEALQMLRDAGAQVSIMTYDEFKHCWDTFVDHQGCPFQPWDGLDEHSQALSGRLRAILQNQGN
mIAP act = mouse IAP activation. muIAP, CDP-Star luminescence, 30 min; stronger effect = higher value; 1 = vehicle-only enzyme signal, 0 = enzyme-free wells. activation factor at 10 µM. 330,000 tested, 0.24% active. AID 2805;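 active = activation factor of at least 2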; also: the source names both 10 and 20 µM as test concentration; values of inactives mirror those of a sister screen read the other way
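Assay system: mouse IAP enzyme / Compound: DMSO-dissolved test compounds / Timing: 30 min, room temperature / Measured by: luminescence from enzymatic CDP-Star hydrolysis / Control set: DMSO-only wells, enzyme-free buffer wells as negative control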
MPTP block = inhibitors of mitochondrial permeability transition pore; isolated mouse mitochondria, Ca2+ swelling absorbance, 30 min; inhibition, % at 10 µM; 360,000 tested, 1.4% active; AID 602449;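 active = inhibition of 50% or more, scaled per plate between neutral and stimulator controls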;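 also: 0% = DMSO wells given calcium and 100% = 1 mM EGTA wells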
* marks the source's active call; other numbers are inactive results; . = not tested or not shown.

SMILES | A3G deaminase | beta cell repl | hIAP block | mIAP inh | ATG4B inh | hIAP activ | APOBEC3A inh | mIAP act | MPTP block
Cc1ccc([C@@H]2[C@@H]3C(=O)N(c4ccccc4)C(=O)[C@@H]3[C@]3(C)C(=O)N(Cc4ccccc4)CC(=O)N23)o1 | -12 | -3 | -11 | 0 | 10 | 1.1 | -1 | 1 | 0.1
O=C(CCc1ccccc1)OCC(=O)c1ccc([N+](=O)[O-])cc1 | -5 | 1 | -7 | 11 | 2 | 1.1 | -2 | 0.89 | 1.1
COc1ccc(C(CNC(=O)C(Cc2ccccc2)NC(N)=O)N(C)C)cc1 (centres undefined) | -3 | -1 | 18 | 2 | 5 | 0.82 | 0 | 0.98 | 0.5
COC(=O)Nc1ccc(S(=O)(=O)N2CCC(C(=O)N3CCC(C)CC3)CC2)cc1 | -5 | 2 | -13 | 4 | -1 | 1.1 | 5 | 0.96 | -1.1
CN(C)c1ccc(C=C(c2nnnn2-c2ccccc2)c2nnnn2-c2ccccc2)cc1 | 1 | 0 | 22 | 17 | 4 | 0.78 | -2 | 0.83 | -0.1
COC(=O)c1ccc(Cl)c(NC(=O)Cc2ccccc2[N+](=O)[O-])c1 | -4 | -2 | 12 | 8 | -3 | 0.88 | 0 | 0.93 | -5.2
COC(=O)/C=c1\sc2n(c1=O)C(C)=CC(C)(C)N=2 | -9 | -2 | 8 | 5 | -2 | 0.92 | -1 | 0.95 | 0.4
CCn1cc(C(=O)O)c(=O)c2cnc(N3CCN(C(=S)NC(=O)c4ccc(Br)cc4)CC3)nc21 | 2 | -2 | 10 | 8 | -4 | 0.9 | 0 | 0.92 | .
COc1ccc(C(=O)N/N=C/c2ccc(OC)c(OS(=O)(=O)c3ccccc3)c2)cc1 | -4 | -3 | -1 | -1 | -19 | 1 | -1 | 1 | 3.4
Cc1onc(-c2c(F)cccc2Cl)c1C(=O)ONC(=O)c1ccco1 | -12 | -1 | 8 | -2 | -5 | 0.92 | -4 | 1 | -0.6
O=C(COC(=O)COc1ccc(Cl)cc1)NC1CCCCCC1 | -5 | -1 | 7 | -1 | 3 | 0.93 | 1 | 1 | -0.6
COc1ccc(/C=C/C(=O)OCC(=O)c2ccc3c(c2)NC(=O)CO3)cc1 | -8 | -3 | 0 | 9 | -7 | 1 | 2 | 0.91 | 0.8
CC(=O)c1ccc(NC(=O)C2(c3ccccc3)CC2(Cl)Cl)cc1 (centres undefined) | -4 | 1 | 9 | 2 | -13 | 0.91 | 0 | 0.98 | 5.7
CC(C)Cn1c(CN2C(=O)c3ccccc3C2=O)nc2ccccc2c1=O | -2 | 3 | 10 | -4 | -2 | 0.9 | 0 | 1 | 3.2
Cc1cc(C)c(C)c(S(=O)(=O)NCCCn2ccnc2)c1C | -6 | 0 | -6 | -5 | -5 | 1.1 | -5 | 1 | -0.1
COc1ccccc1-n1c(-c2ccc(F)cc2)coc1=O | -3 | 3 | -2 | -4 | 3 | 1 | -1 | 1 | 1.4
CN1CCN(/C=N/c2c(C#N)cnn2Cc2ccccc2)CC1 | -8 | 0 | -2 | 2 | -13 | 1 | -4 | 0.98 | 3.4
NC(=O)SCC(=O)Nc1ccc(Cl)c(Cl)c1 | -5 | -4 | -7 | 15 | -11 | 1.1 | -4 | 0.85 | -0.5
S=c1[nH]nc(-c2ccccc2)n1/N=C/C=C/c1ccco1 | 81 | 0 | -7 | 53* | -2 | 1.1 | 81 | 0.47 | 1.3
COc1ccc(OC)c(/C=C2\SC(=S)N(N3CCOCC3)C2=O)c1 | -9 | 2 | 12 | 12 | 2 | 0.88 | -3 | 0.88 | 2.7
O=C(CSc1nnc(CCc2ccccc2)n1-c1ccc(Cl)cc1)c1ccccc1 | -5 | 0 | 22 | 9 | 58* | 0.78 | -1 | 0.91 | -1.5
O=C(CSc1ccc(-c2nc3ccccc3[nH]2)cn1)Nc1ccc2c(c1)OCCO2 | 6 | -2 | 9 | -9 | -4 | 0.91 | 1 | 1.1 | 1.3
COc1ccc(OC)c(-c2cc(C(=O)N/N=C(\C)c3cccnc3)c3ccccc3n2)c1 | -6 | 3 | 2 | 2 | -8 | 0.98 | 7 | 0.98 | -1.8
CCN(CC)CCn1c(=S)[nH]c2ccc(Cl)cc2c1=O | 0 | 1 | 10 | 0 | 3 | 0.9 | 2 | 1 | -0.9
COc1cccc(CNC(=O)CSc2nnc3c(n2)[nH]c2ccccc23)c1 | -7 | -2 | -11 | 0 | -1 | 1.1 | 3 | 1 | -1.4
c1ccc2oc(Cc3ccc(Cc4nc5ccccc5o4)cc3)nc2c1 | -1 | -3 | 16 | 8 | -1 | 0.84 | 2 | 0.92 | 1.9
O=[N+]([O-])c1ccc(OCC(O)CNC2CCCC2)cc1 (centres undefined) | -4 | -1 | -14 | 6 | -14 | 1.1 | 3 | 0.94 | 0.3
CC(C)(O)c1ccccc1CC[C@@H](SCC1(CC(=O)O)CC1)c1cccc(/C=C/c2ccc3ccc(Cl)cc3n2)c1 | -5 | -7 | 12 | 4 | 92* | 0.88 | -3 | 0.96 | 4.2
Cc1cccc(-c2noc(CN(C)C(=O)COc3ccccc3)n2)c1 | -8 | -1 | -28 | 1 | -13 | 1.3 | -1 | 0.99 | 1.9
Cc1c(NC(=O)C(C)N2CC(C)OC(C)C2)c(=O)n(-c2ccccc2)n1C (centres undefined) | -8 | -1 | -33 | -1 | 2 | 1.3 | -7 | 1 | -2.2
CC1=CC(=NOC(=O)/C=C/c2ccccc2)C=C(C)C1=O | -2 | -1 | -80 | -7 | 1 | 1.8 | 0 | 1.1 | -2.1
C=CCn1c(=NC(=O)c2ccc(S(=O)(=O)N3CCc4ccccc4C3)cc2)sc2cc(S(N)(=O)=O)ccc21 | -7 | 0 | 8 | 25 | 5 | 0.92 | 1 | 0.75 | -3.5
Fc1cccc(-c2cc3nc(-c4ccccc4)cc(N4CCC5(CC4)OCCO5)n3n2)c1 | -8 | -4 | 33 | -6 | -3 | 0.67 | -5 | 1.1 | -0.1
O=C(NCCN1CCOCC1)c1ccc(CS(=O)c2ccccc2Cl)o1 (centres undefined) | 2 | -1 | 13 | 6 | -3 | 0.87 | 3 | 0.94 | -0.5
Cc1ccc(C2=NN(Cc3nnc(-c4ccccc4)o3)C(=O)SC2)cc1 | -5 | 0 | 3 | 12 | -3 | 0.97 | -1 | 0.88 | -0.3
O=C(NC(=S)N1CCN(Cc2ccccc2)CC1)c1ccccc1 | -6 | -1 | 2 | 6 | 9 | 0.98 | 3 | 0.94 | -1.1
COc1ccccc1NC(=O)C(=N\O)/C(C)=N/O | -3 | -3 | -10 | -15 | -3 | 1.1 | -1 | 1.1 | 1.2
COCCCC1CCN(C(=O)C2CCC(=O)N(CCc3ccccc3)C2)CC1 (centres undefined) | -5 | -3 | -4 | 2 | -3 | 1 | -4 | 0.98 | 0.4
CSCCC(NC(=O)c1ccccc1Cl)C(=O)Nc1ccncc1 (centres undefined) | -3 | 3 | -3 | 1 | 1 | 1 | -3 | 0.99 | -1.1
Cc1ccc(C(=O)NC2CC(C)(C)NC(C)(C)C2)cc1S(=O)(=O)N1CCCCC1 | -9 | -1 | -1 | -4 | 12 | 1 | -1 | 1 | -3.7
Cc1cccc(C2=NN(c3ccccc3)[C@H](CO)[C@H]2c2ccc(F)cc2)c1 | 4 | . | . | -84 | -5 | . | 10 | 1.8 | 3.1
COC(=O)[C@H](CCSC)NC(=O)Cn1ccc(NC(=O)OCc2ccccc2)nc1=O | 3 | -2 | -9 | -4 | -1 | 1.1 | 1 | 1 | -1.3
CN1CC(=O)Nc2ccc(Br)cc2C1=O | -7 | 0 | 3 | -4 | 1 | 0.97 | -5 | 1 | 0.5
Cc1cc(C)cc(NC(=S)NCCCO)c1 | -2 | -2 | 7 | -1 | 0 | 0.93 | 2 | 1 | -1.1
CCOc1ccccc1NC(=O)c1cccc(NC2=NC3CS(=O)(=O)CC3S2)c1 (centres undefined) | -3 | -4 | -29 | -6 | -20 | 1.3 | -3 | 1.1 | -0.6
COc1cc(C(=O)Nc2cc(C)nn2-c2ccccc2)cc(OC)c1OC | -9 | 0 | 3 | 6 | -8 | 0.97 | -3 | 0.94 | 0.8
CCOC(=O)c1cccc(NC(=O)c2cccnc2)c1 | 1 | -1 | 14 | -2 | -7 | 0.86 | 5 | 1 | -2.7
O=c1[nH]c2ccccc2n2c(-c3ccccc3)nnc12 | 83* | -4 | -10 | -14 | -1 | 1.1 | -3 | 1.1 | -3.8
COc1ccc(S(=O)(=O)N2CCCCCC2)cc1C(=O)N(C)CC(=O)Nc1ccccc1C(F)(F)F | -6 | 5 | 10 | -14 | -16 | 0.9 | 0 | 1.1 | -0.9
Cc1ccc(NNC(=O)c2c(F)cccc2Cl)cc1Cl | -6 | 2 | -31 | -2 | 8 | 1.3 | -2 | 1 | 0.7

Reformatted with values under each structure: 3 of the compounds above.
The line under a structure holds: A3G deaminase | beta cell repl | hIAP block | mIAP inh | ATG4B inh | hIAP activ | APOBEC3A inh | mIAP act | MPTP block
> CCOc1ccccc1NC(=O)c1cccc(NC2=NC3CS(=O)(=O)CC3S2)c1 (centres undefined)
 : -3 | -4 | -29 | -6 | -20 | 1.3 | -3 | 1.1 | -0.6
> COc1cc(C(=O)Nc2cc(C)nn2-c2ccccc2)cc(OC)c1OC
 : -9 | 0 | 3 | 6 | -8 | 0.97 | -3 | 0.94 | 0.8
> CCOC(=O)c1cccc(NC(=O)c2cccnc2)c1
 : 1 | -1 | 14 | -2 | -7 | 0.86 | 5 | 1 | -2.7

Next structures
SMILES | A3G deaminase | beta cell repl | hIAP block | mIAP inh | ATG4B inh | hIAP activ | APOBEC3A inh | mIAP act | MPTP block
Cc1noc(C)c1CSCC(=O)Oc1ccc(N(C)S(=O)(=O)c2ccc(Cl)cc2)cc1 | -2 | -2 | 5 | 9 | -2 | 0.95 | 9 | 0.91 | -1.8
O=C(Nc1cccc(S(=O)(=O)N2CCCCCC2)c1)c1ccc2c(c1)OCO2 | -9 | -2 | -4 | -24 | 4 | 1 | -1 | 1.2 | 1.4
Cc1cc(CNC(=O)CC2C(=O)NCCN2Cc2ccccc2C(F)(F)F)on1 (centres undefined) | -5 | 4 | -1 | -6 | 2 | 1 | -3 | 1.1 | -0.3
CCN(CC)CCNC(=O)c1ccc(CS(=O)(=O)c2ccccc2C)o1 | -7 | -2 | 3 | 5 | 4 | 0.97 | -3 | 0.95 | -0.9
CC(=O)c1cccc(NC(=O)c2ccccc2N(Cc2ccccc2)S(C)(=O)=O)c1 | -7 | 3 | 0 | -9 | -9 | 1 | -4 | 1.1 | 1.8
COC(=O)c1sc(NC(=O)CSc2nc3nc(C)cc(C)n3n2)c(C(=O)OC)c1C | 1 | -2 | 6 | 4 | 3 | 0.94 | 6 | 0.96 | 7.1
Cc1ccc(NC(=O)c2ccc3nc(N4CCOCC4)sc3c2)c(Cl)c1 | -8 | 1 | 4 | -1 | -2 | 0.96 | 0 | 1 | -2.4
O=C(O)c1cc(O)ccc1NC(=O)c1cccc2ccccc12 | -2 | 0 | -1 | 11 | 4 | 1 | 3 | 0.89 | 1.5
Cc1cccc(NC(=S)NNC(=O)c2ccccc2Br)c1 | -9 | 1 | -78 | -4 | -3 | 1.8 | -1 | 1 | 3.6
Nc1cc2nc3ccccc3oc-2cc1=O | -9 | -6 | 3 | 50* | -6 | 0.97 | 0 | 0.49 | 0.3
CN(C)c1nc(N)c(C(=O)N=C(N)N)nc1Cl | 6 | 4 | 0 | 6 | -1 | 1 | 6 | 0.94 | -1.8
